Lmaj promast: Leishmania major promastigote growth inhibition. AID 1063. Leishmania major promastigotes, resazurin fluorescence viability. 200,000 compounds, 9% hits. inhibition, % at 10 µM; in the data active = inhibition above about 50%;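 note: promastigotes grown with compound for 44 hours at 28 °C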
RAM inhibit: inhibitors of the yeast RAM network | S. cerevisiae dse1pr::URA3 reporter, 5-FOA growth OD615, 2 d; analog-sensitive cbk1-as2 kinase mutant strain | inhibition, % at 50 µM | AID 868 | 190,000 compounds, 1.8% hits;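 active = inhibition above a set limit, 3 SD over mean compound inhibition, cut at about 8.4% in these data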;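 note: 0% = DMSO-only wells with no growth and 100% = 10 µM 1-NA-PP1 full growth; inhibition rescues growth on 5-FOA so higher OD means more RAM inhibition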
TNAP inh hiacc: TNAP (human) inhibition, high acceptor | inhibition, % at 20 µM | AID 1135 | purified TNAP, CDP-star luminescence, 1 M DEA | 200,000 compounds, 0.03% hits;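 active = over 50% inhibition of tissue-nonspecific alkaline phosphatase at 20 µM in the single-dose screen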;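 note: plate controls were DMSO wells for no effect and EDTA-quenched wells as full inhibition for full effect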
Target sequence (P05186 whole entry, looked up): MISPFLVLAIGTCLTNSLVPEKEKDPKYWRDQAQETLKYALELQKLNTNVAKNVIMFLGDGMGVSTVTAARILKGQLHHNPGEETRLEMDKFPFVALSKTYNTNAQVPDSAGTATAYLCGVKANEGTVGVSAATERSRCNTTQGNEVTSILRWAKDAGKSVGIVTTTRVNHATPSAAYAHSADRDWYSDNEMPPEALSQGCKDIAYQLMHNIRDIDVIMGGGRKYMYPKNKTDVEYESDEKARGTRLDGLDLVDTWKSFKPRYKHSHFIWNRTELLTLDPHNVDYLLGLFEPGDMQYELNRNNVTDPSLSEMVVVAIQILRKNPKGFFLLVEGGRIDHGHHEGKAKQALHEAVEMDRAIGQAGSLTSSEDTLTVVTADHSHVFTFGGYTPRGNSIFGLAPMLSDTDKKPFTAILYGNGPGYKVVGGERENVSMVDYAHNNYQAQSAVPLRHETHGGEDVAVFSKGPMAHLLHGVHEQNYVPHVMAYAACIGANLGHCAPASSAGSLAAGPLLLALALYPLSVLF
bIAP inhibitor: intestinal alkaline phosphatase (bovine) inhibition; purified bovine IAP, CDP-star luminescence, 30 min; inhibition, % at 20 µM; 190,000 tested, under 10 active; AID 1019;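 active = over 50% inhibition of intestinal alkaline phosphatase at 20 µM in the single-dose screen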
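test system = bovine IAP enzyme | medium = DEA buffer 100 mM, pH 9.8, with MgCl2 1.0 mM, ZnCl2 0.02 mM | detection = luminescence | dosing = single compound dose of 20 µM, 2% DMSO final | incubation = 30 min reaction at room temperature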
bIAP activator: intestinal alkaline phosphatase (bovine) activation; 200,000 compounds, 0.17% hits; purified bovine IAP, CDP-star luminescence, 30 min; active compounds read high; fold of DMSO-control signal, blank-subtracted; activation factor at 20 µM;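 active = activation factor of 2 or more at 20 µM, a signal rise over negative controls twice the positive control's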
TNAP act hi DEA: increases human TNAP activity under high phosphate acceptor concentration; activation factor at 20 µM; purified TNAP, CDP-star luminescence, 1 M DEA, 30 min; active compounds read high; 0 = EDTA background, 1 = DMSO-only activity; 200,000 tested, under 10 active; P05186;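 active = activation factor at least 2 at 20 µM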
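Assay system: human TNAP; Input: enzyme diluted 1/800 final; Reagent: CDP-star luminogenic substrate at 100 µM final; Timing: 30 min, room temperature; Signal: luminescence; Evaluation: TNAP activation factor scaled between EDTA and DMSO control wells.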
FLuc stim CS: firefly luciferase counter-screen for stimulation assays. P08659. ATPlite luciferase biochemical, luminescence, 10 min; 0 = ATP-free wells, 1 = DMSO control. AID 1027. activation factor at 10 µM. 200,000 tested, under 10 active;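 active = luciferase activation factor, scaled between plate controls, of at least 2 with compound at 10 µM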
Target sequence (P08659 whole entry, looked up): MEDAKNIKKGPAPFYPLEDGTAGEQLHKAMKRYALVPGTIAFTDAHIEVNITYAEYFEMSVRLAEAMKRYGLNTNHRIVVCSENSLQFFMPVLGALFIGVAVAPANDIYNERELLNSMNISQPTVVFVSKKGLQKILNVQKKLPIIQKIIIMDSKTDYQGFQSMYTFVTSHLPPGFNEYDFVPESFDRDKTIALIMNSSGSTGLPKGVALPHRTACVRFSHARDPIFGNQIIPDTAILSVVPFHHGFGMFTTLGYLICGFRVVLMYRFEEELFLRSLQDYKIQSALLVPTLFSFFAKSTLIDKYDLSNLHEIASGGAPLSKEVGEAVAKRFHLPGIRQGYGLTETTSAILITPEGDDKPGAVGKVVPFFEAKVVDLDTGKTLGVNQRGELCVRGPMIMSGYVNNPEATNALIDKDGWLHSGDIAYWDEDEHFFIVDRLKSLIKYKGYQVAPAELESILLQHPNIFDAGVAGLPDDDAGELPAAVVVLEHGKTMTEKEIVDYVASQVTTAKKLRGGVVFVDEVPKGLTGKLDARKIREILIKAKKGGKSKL
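System: luciferase plus luciferin reagent, cell-free; medium: PBS as buffer for the ATP substrate; dosing: test compounds dosed from 2 mM stocks in 100% DMSO; timing: 10 min post-reagent at room temperature; measured by: luminescence measurement of luciferase light output; evaluation: luciferase activation, seen as luminescence increase over controls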
APP 5UTR inh: APP translation inhibition | SH-SY5Y APP 5'UTR-luciferase reporter, luminescence | inhibition, % at 2 µM | 190,000 compounds, 0.82% hits | AID 1285;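 active = inhibition above a set limit, derived from the sample mean plus 3 SD, cut at about 45% in these data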; note: values of inactives mirror those of a sister screen read the other way
FLuc inhib CS: inhibits firefly luciferase, flagging false hits in luciferase inhibition screens. inhibition, % at 10 µM. ATPLite firefly luciferase biochemical luminescence, 10 min. P08659. 200,000 compounds, 1.5% hits;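 active = inhibition above about 50% when tested at 10 µM, limit read from the data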
TNAP inh noacc: blocks human TNAP activity with no phosphate acceptor present. 200,000 compounds, 0.26% hits. purified TNAP, CDP-star luminescence, 30 min. inhibition, % at 20 µM. P05186;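 active = tissue-nonspecific alkaline phosphatase inhibition above about 50% at 20 µM in the single-dose screen, limit read from the data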;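 note: 0% = DMSO negative control and 100% = EDTA positive control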
An asterisk follows results filed as active; . = no result given.

SMILES | Lmaj promast | RAM inhibit | TNAP inh hiacc | bIAP inhibitor | bIAP activator | TNAP act hi DEA | FLuc stim CS | APP 5UTR inh | FLuc inhib CS | TNAP inh noacc
COc1ccc(Nc2nc3c([nH]2)c(=O)[nH]c(=O)n3C)cc1 | 3 | 1.9 | -1 | -35 | 1.3 | 1 | 1 | -9 | 2 | -2
Cc1ccc(S(=O)(=O)c2c(C)cc(C)nc2Cl)cc1 | -3 | -0.6 | -2 | 6 | 0.9 | 1 | 1 | 0 | -3 | -3
CC(C)C[C@H](N)c1nnc(S(=O)(=O)Cc2ccc(F)cc2)o1 | -6 | 2.1 | -8 | -5 | 1 | 1.1 | 1 | 15 | -2 | -13
CCOC(=O)c1[nH]c(C)c(C(=O)N2CCOCC2)c1C | -1 | 0.5 | -5 | 2 | 1 | 1.1 | 1.1 | -4 | -7 | -4
O=C(CCNS(=O)(=O)c1cccs1)NCc1cccs1 | -6 | 0.7 | -1 | 0 | 1 | 1 | 1.1 | -11 | -5 | 0
CCCN1C(=O)c2ccc(C(=O)NC3=NCCS3)cc2C1=O | -3 | 0.8 | -4 | 7 | 0.9 | 1 | 0.9 | 43 | 5 | -11
Cc1cc(C)n(C(=O)c2cccc(S(=O)(=O)N3CCOCC3)c2)n1 | -2 | 2.7 | -1 | 3 | 1 | 1 | 1 | -4 | 0 | -2
c1ccc(-c2nnc3n2N=C(c2ccc4c(c2)OCO4)CS3)nc1 | -2 | 9.2* | -1 | 6 | 0.9 | 1 | 1 | -8 | -4 | -2
CC(OC(=O)CNS(=O)(=O)/C=C/c1ccccc1)C(=O)Nc1ccc(S(=O)(=O)N2CCCC2)cc1 (stereo not given) | -5 | 0.7 | -1 | 1 | 1 | 1 | 1 | 0 | -5 | -12
O=C(NCc1cc(C(F)(F)F)cc(C(F)(F)F)c1)C1CC(c2cccc([N+](=O)[O-])c2)=NO1 (stereo not given) | 3 | 5.4 | -4 | 14 | 0.9 | 1 | 1 | -18 | 2 | 6
Cc1ccccc1N=Nc1ccc(O)c2ncccc12 | 100* | 0.3 | 12 | -4 | 1 | 0.9 | 1 | 77* | -2 | 4
CCOC(=O)C(O)(NC(=O)c1cccnc1)C(F)(F)F (stereo not given) | -5 | 1.5 | -4 | -3 | 1 | 1 | 1 | . | -1 | -9
Cc1ccc(NC(=O)c2sccc2C)cc1[N+](=O)[O-] | 24 | 3.3 | 1 | 1 | 1 | 1 | 0.9 | -40 | 15 | -4
CC(C)N(C(=O)Cn1c(SCC(=O)NCc2ccc3c(c2)OCO3)nc2ccccc21)C(C)C | -2 | 5.1 | -4 | 20 | 0.8 | 1 | 1.1 | -14 | -6 | -5
CCC(C)N(C(=O)COC(=O)c1cn(CC)c2nc(C)ccc2c1=O)C1CCS(=O)(=O)C1 (stereo not given) | . | . | -5 | 1 | 1 | 1 | 1 | . | 1 | -4
CC(C)COC(=O)NCCCOC(=O)Nc1ccccc1 | 8 | 0.8 | -6 | 2 | 1 | 1.1 | 1 | 2 | 1 | -12
CCOC(=O)N1CCC(N(C(=O)Nc2ccc(CC)cc2)C(C)CC)CC1 (stereo not given) | 3 | 0.4 | -4 | -6 | 1.1 | 1 | 1.1 | -16 | -7 | 2
O=Cc1ccc(OC2OCCOC2Oc2ccc(C=O)cc2)cc1 (stereo not given) | 53* | 3.2 | -8 | 22 | 0.8 | 1.1 | 1.1 | 16 | -6 | -10
O=C(O)Cc1ccc(C(=O)c2ccc(Cl)cc2Cl)s1 | -10 | -1.5 | 0 | 5 | 0.9 | 1 | 0.9 | -10 | 5 | -8
CC(Nn1cnnc1)c1cc(Cl)ccc1O (stereo not given) | 10 | 1.1 | -5 | 13 | 0.9 | 1.1 | 1.1 | 10 | -6 | -6

Just bIAP inhibitor and APP 5UTR inh, for three of the compounds above:
SMILES | bIAP inhibitor | APP 5UTR inh
COc1ccc(Nc2nc3c([nH]2)c(=O)[nH]c(=O)n3C)cc1 | -35 | -9
Cc1ccc(S(=O)(=O)c2c(C)cc(C)nc2Cl)cc1 | 6 | 0
CC(C)C[C@H](N)c1nnc(S(=O)(=O)Cc2ccc(F)cc2)o1 | -5 | 15

More results follow:
SMILES | Lmaj promast | RAM inhibit | TNAP inh hiacc | bIAP inhibitor | bIAP activator | TNAP act hi DEA | FLuc stim CS | APP 5UTR inh | FLuc inhib CS | TNAP inh noacc
O=c1c2ccccc2n2c(-c3ccc(F)cc3)nnc2n1Cc1ccccc1 | 56* | 4.6 | -3 | -2 | 1 | 1 | 1 | 25 | -3 | -11
CC(=O)c1ccc(NC(=O)Nc2ccc3c(c2)nc(C)n3C)cc1 | -2 | 0.1 | -9 | -6 | 1.1 | 1.1 | 0.9 | -41 | 8 | 1
C=CCn1c(=N)n(CC(O)COc2ccccc2OC)c2ccccc21 (stereo not given) | 39 | -0.1 | -10 | -6 | 1.1 | 1.1 | 1.1 | -9 | -8 | -14
COC(=O)c1c(NC(=O)c2c(C)noc2C)sc2c1CCCCCC2 | -2 | 2.4 | 0 | 5 | 1 | 1 | 1.1 | 5 | -6 | -4
c1ccn2cc(CSC3=NCCS3)nc2c1 | 0 | -0.6 | -4 | 2 | 1 | 1 | 1 | -51 | 2 | -7
CCOC(=O)c1sc(=NC(=O)c2cccc(OC)c2)n(C)c1C | -6 | 4.0 | -2 | 0 | 1 | 1 | 0.9 | -5 | 14 | -7
CCOc1ncccc1C(=O)N1CCN(c2cc(Cl)ccc2C)CC1 | 12 | -0.6 | -2 | -23 | 1.2 | 1 | 1 | 91* | -3 | -6
Cc1cc2nc(C3CCCN(C(=S)Nc4ccccc4)C3)[nH]c2cc1C (stereo not given) | -1 | 0.1 | -4 | 0 | 1 | 1 | 1 | 13 | -2 | -8
O=[N+]([O-])c1ccc(N2CCNCC2)cc1NCc1cccnc1 | -1 | 2.0 | 15 | 5 | 0.9 | 0.9 | 1 | 12 | -2 | 16
O=C1CC(C(=O)Nc2ccccc2)C2(CCCC2)O1 (stereo not given) | -2 | 0.1 | -4 | 0 | 1 | 1 | 1.1 | -3 | -10 | -5
O=C(CCc1ccccc1)NNC(=O)c1cccc(F)c1 | -4 | 0.3 | -6 | -20 | 1.2 | 1.1 | 1.1 | 2 | -5 | -14
CCOc1ccc(C)cc1S(=O)(=O)n1ccc(C)n1 | 4 | 1.1 | -3 | 10 | 0.9 | 1 | 1.1 | 6 | -8 | -10
COc1ccc(/C=N/NC(=S)Nc2cc(S(=O)(=O)N3CCOCC3)ccc2N2CCOCC2)cc1O | 100* | 7.2 | -6 | 11 | 0.9 | 1.1 | 1 | 13 | -4 | -31
O=C(COc1ccccc1Cl)NCCCN1CCOCC1 | 80* | -0.1 | -4 | 1 | 1 | 1 | 1.1 | -6 | -7 | -8
CCOc1ccc(C2=NNC(c3cccs3)=Nc3ccc(OC)cc32)cc1 | 18 | 2.1 | 4 | -5 | 1 | 1 | 1 | -8 | -1 | 6
CCOC(=O)N1CCN(c2cc3nccnc3cc2F)CC1 | 0 | 2.2 | -5 | 6 | 0.9 | 1 | 1.1 | 6 | -7 | -13
CN1CCN(C(=S)C(=O)NCc2ccccc2)CC1 | -5 | 0.9 | -2 | -11 | 1.1 | 1 | 1 | 2 | 0 | -13
CN(C)S(=O)(=O)N(CC(=O)N1CCOCC1)c1ccccc1 | -3 | 1.8 | -6 | 11 | 0.9 | 1.1 | 1.1 | 10 | -9 | -17
CCOC(=O)c1c(C)[nH]c(C)c1C(=O)COC(=O)c1nc2nccc(C)n2n1 | -4 | 1.9 | -2 | -1 | 1 | 1 | 1 | 7 | 1 | -12
CCCCn1c(=O)c(CCC(=O)OCC(=O)NC(=O)NCCOC)nc2ccccc21 | 8 | 0.5 | -4 | -2 | 1 | 1 | 1 | -21 | -5 | 3

Single records, as listed above. Order of screens: Lmaj promast	RAM inhibit	TNAP inh hiacc	bIAP inhibitor	bIAP activator	TNAP act hi DEA	FLuc stim CS	APP 5UTR inh	FLuc inhib CS	TNAP inh noacc
CCCN1C(=O)c2ccc(C(=O)NC3=NCCS3)cc2C1=O reads -3	0.8	-4	7	0.9	1	0.9	43	5	-11
CCCCn1c(=O)c(CCC(=O)OCC(=O)NC(=O)NCCOC)nc2ccccc21 reads 8	0.5	-4	-2	1	1	1	-21	-5	3

Continued:
SMILES | Lmaj promast | RAM inhibit | TNAP inh hiacc | bIAP inhibitor | bIAP activator | TNAP act hi DEA | FLuc stim CS | APP 5UTR inh | FLuc inhib CS | TNAP inh noacc
N#CCCn1cc(C(=O)O)c(-c2cc3ccccc3o2)n1 | -1 | 0.3 | -3 | -13 | 1.1 | 1 | 1 | -2 | -3 | -6
O=c1[nH][nH]c(-c2ccccc2)c1C=Nc1ccc(C(F)(F)F)cc1 | -1 | 2.3 | -5 | -4 | 1 | 1.1 | 1.1 | -18 | -8 | -103
O=S(=O)(c1ccccc1)N1CCC(O)(CSc2ccc(Cl)cc2)CC1 | 1 | 2.6 | -3 | -2 | 1 | 1 | 1 | 2 | -2 | -7
COc1ccc(N=C2CCS(=O)(=O)c3sccc32)cc1 | 0 | 1.1 | -6 | 6 | 0.9 | 1.1 | 1 | -22 | -4 | -8
CCOc1ccc(-n2c(SC)nc3c(c2=O)SCC3)cc1 | 7 | 2.0 | 1 | 8 | 0.9 | 1 | 1 | 4 | 1 | -3
CC(C)C(C(=O)Nc1ccc2c(c1)OCCO2)N1C(=O)c2ccccc2C1=O (stereo not given) | -9 | -0.8 | -5 | 1 | 1 | 1 | 1.1 | -13 | -10 | -8
O=[N+]([O-])c1cc(Cl)ccc1NCCNc1ncc(C(F)(F)F)cc1Cl | -2 | 7.1 | 13 | 50 | 0.5 | 0.9 | 1 | -5 | -4 | 3
COc1cccc(N=Cc2c(O)n(-c3cccc(C)n3)c(=O)c3ccccc23)c1 | 13 | 1.6 | -5 | 11 | 0.9 | 1 | 1 | 25 | -4 | -10
N#Cc1ccccc1OCC(=O)OCC(=O)N1CCN(C(=O)c2ccco2)CC1 | -10 | 0.4 | -4 | -2 | 1 | 1 | 1 | 12 | -2 | -9
CN(C)CCCN(C(=O)c1cc2ccccc2oc1=O)c1nc2c(F)cccc2s1 | -3 | -0.1 | -2 | 2 | 1 | 1 | 1.1 | 10 | -6 | -11
COc1ccc(S(=O)(=O)Nc2ccc(NC(C)=O)cc2)cc1Cl | 1 | 1.1 | -3 | -18 | 1.2 | 1 | 1 | 0 | -2 | -10
CC(C(=O)Nc1ccc(F)c(F)c1F)N1CCCCCC1 (stereo not given) | -4 | -0.3 | -1 | -3 | 1 | 1 | 1 | -4 | -2 | -8
O=C(Nc1nc(-c2ccccc2)cs1)c1ccc2c(c1)S(=O)(=O)c1ccccc1C2=O | -4 | 3.4 | 9 | -1 | 1 | 0.9 | 1 | 15 | -1 | -8
O=C(CN1C(=O)NC2(CCCCCC2)C1=O)N1CCN(S(=O)(=O)c2ccc(Cl)cc2)CC1 | -4 | 0.5 | 0 | -7 | 1.1 | 1 | 1 | -6 | -4 | -6
O=C(NC1CCCC1)C(c1ccc(N2CCOCC2)cc1)N(Cc1ccco1)C(=O)c1ccco1 (stereo not given) | 5 | -0.7 | -2 | -12 | 1.1 | 1 | 1.1 | 1 | -5 | -11

Source: PubChem
